From PubChem BioAssay
GRK2 inh: compounds blocking aptamer binding on GRK2 – biochemical, human GRK2, bead flow cytometry, HTS, primary screen; AID 488847, 2010; 0.59% of 330,000 active; inhibition of aptamer binding, % at 10 µM; FAM-aptamer displacement from GRK2; Beta-adrenergic receptor kinase 1 (Homo sapiens), P25098;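 active means inhibition of aptamer binding above 40%, roughly 3 SD of noise, on plates passing a quality check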;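 further: median bead fluorescence of bound FAM aptamer so fluorescent compounds give negative values; no value below 0 was filed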
MEX-5 binding: MEX-5 zinc finger RNA-binding disruptors – biochemical, C. elegans, fluorescence polarization, MLPCN library, primary screen. Zinc finger protein mex-5 (Caenorhabditis elegans), Q9XUB2. MEX-5/FITC-TCR2 RNA binding; hits give low values. activity score (negative = inhibition of binding), % at 10 µM. 0.38% of 300,000 active;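 active means inhibition past about -25% in most replicates, and total fluorescence under double the plate's negative control median, limit read from the data; inconclusive means replicates evenly split on the limit, or fluorescence at least double controls; inactive means too little inhibition in most replicates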;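 further: 0% = DMSO and -100% = 5 µM competing unlabeled TCR2 RNA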
Fam108B inh: mouse Fam108B serine hydrolase inhibitors, primary screen, counter-screen for RBBP9 inhibitor project, biochemical, fluorescence polarization; inhibition, % at 9.51 µM; 0.33% of 300,000 active; recombinant Fam108B, FP-Rh probe fluorescence polarization;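 active means inhibition above the screen mean inhibition plus 3 SD, computed separately per campaign, cut at about 18% in these data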;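 further: inhibitors lower polarization as less probe binds the enzyme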
BCLXL inh: inhibitors of human Bcl-xL, primary screen, biochemical, fluorescence polarization, HTS; GST-Bcl-xL / FITC-Bim BH3 peptide fluorescence polarization; inhibition, % at 10.9 µM; 0.7% of 320,000 active;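 active means inhibition above the mean of all tested compounds plus 3 SD, cutoff set per campaign, cut at about 30% in these data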;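 further: 0% = DMSO wells and 100% = unlabeled Bim-BH3 peptide competitor; inhibitors lower millipolarization by displacing the labeled peptide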
Target sequence (Q07817 whole entry, looked up): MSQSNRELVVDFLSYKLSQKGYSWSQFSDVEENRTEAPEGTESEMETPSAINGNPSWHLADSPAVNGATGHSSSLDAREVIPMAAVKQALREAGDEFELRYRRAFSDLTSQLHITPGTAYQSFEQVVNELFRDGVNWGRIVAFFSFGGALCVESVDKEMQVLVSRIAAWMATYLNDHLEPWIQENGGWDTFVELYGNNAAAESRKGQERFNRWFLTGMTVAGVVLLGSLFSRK
VLA-4 inh: inhibition in human VLA-4 binding assay, primary screen, VLA-4 allosteric modulator project, MLPCN library, flow cytometry, VLA-4 expressing cells | Integrin alpha-4 (Homo sapiens), P13612 | ligand binding flow cytometry | inhibition, % (about 7 µM as worked out from the volumes in the protocol) | 0.2% of 330,000 active; in the data active means inhibition above about 50%
CIT2-GFP yeast: modulators of CIT2-GFP expression in yeast, primary screen, S. cerevisiae, GFP fusion, multiplex flow cytometry, MLPCN library; S. cerevisiae CIT2-GFP strain, 3 h; 100 means same as DMSO wells; GFP response vs DMSO, % at 10 µM; 0.065% of 320,000 active; AID 2029, 2009;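 active means GFP response relative to DMSO above a set limit, near the screen mean plus 3 SD, cut at about 150% in these data; inconclusive means Fewer than 70 cells measured for a yeast strain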;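 further: ratio of well median GFP fluorescence to mean of DMSO wells on the plate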
MCL1-BIM inh: inhibitors of MCL1 binding to BIM-BH3, primary screen, biochemical, fluorescence polarization; inhibition, % at 10.9 µM; 0.68% of 320,000 active; Induced myeloid leukemia cell differentiation protein Mcl-1 (Homo sapiens), Q07820; GST-MCL1 / FITC-Bim-BH3 fluorescence polarization; AID 2057, 2009;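 active means inhibition above the mean inhibition of all tested compounds plus 3 SD, set per campaign, cut at about 40% in these data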;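 further: 0% = DMSO wells and 100% = unlabeled Bim-BH3 peptide control; higher means more loss of mP so more displacement of Bim peptide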
Target sequence (Q07820 whole entry, looked up): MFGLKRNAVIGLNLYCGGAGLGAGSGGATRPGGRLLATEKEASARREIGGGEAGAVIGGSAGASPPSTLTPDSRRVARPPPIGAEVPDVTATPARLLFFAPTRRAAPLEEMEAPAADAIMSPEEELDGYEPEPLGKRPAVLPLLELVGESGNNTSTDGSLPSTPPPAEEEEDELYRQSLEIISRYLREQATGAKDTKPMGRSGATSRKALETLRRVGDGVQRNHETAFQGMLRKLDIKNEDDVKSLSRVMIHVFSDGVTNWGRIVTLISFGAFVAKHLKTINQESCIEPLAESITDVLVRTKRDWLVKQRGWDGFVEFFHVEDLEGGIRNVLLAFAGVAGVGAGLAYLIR
GLD-1 RNA inh: GLD-1/TGE RNA complex disruptors, primary screen, biochemical, fluorescence polarization; Female germline-specific tumor suppressor gld-1 (Caenorhabditis elegans), Q17339; purified GLD-1 + fluorescein TGE RNA; 0.44% of 320,000 active; inhibition, % at 5.96 µM; AID 2280, 2010;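 active means percent inhibition above a per-plate cutoff, the plate mean of test compounds plus 3 SD, cut at about 30% in these data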;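 further: 0% = DMSO wells with GLD-1 and probe and 100% = wells lacking GLD-1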
Target sequence (Q17339 whole entry, looked up): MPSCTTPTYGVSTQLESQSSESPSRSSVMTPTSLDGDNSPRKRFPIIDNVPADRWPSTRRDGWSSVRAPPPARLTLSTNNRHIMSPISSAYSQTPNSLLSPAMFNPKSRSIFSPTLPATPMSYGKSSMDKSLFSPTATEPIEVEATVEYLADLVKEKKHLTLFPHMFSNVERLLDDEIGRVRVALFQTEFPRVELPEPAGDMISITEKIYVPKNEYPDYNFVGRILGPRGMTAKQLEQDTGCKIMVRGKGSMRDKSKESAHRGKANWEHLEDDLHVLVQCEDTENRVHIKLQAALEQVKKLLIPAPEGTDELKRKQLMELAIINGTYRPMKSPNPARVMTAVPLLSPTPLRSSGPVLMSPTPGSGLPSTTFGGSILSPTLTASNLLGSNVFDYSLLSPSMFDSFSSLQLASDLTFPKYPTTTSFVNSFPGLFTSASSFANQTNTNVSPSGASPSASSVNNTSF
AGP1-GFP MLPCN: modulators of AGP1-GFP expression in yeast TOR pathway, primary screen, cell-based, multiplex flow cytometry, S. cerevisiae, MLPCN library; 3 h; GFP as percent of DMSO wells; GFP response vs DMSO, % at 10 µM; 0.02% of 320,000 active;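 active means GFP response relative to DMSO above a set limit, near screen average plus 3 SD, cut at about 150% in these data; inconclusive means fewer than 70 cells counted for the yeast strain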;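 further: median GFP channel fluorescence of the gated AGP1 strain per well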
* = called active by the depositor; ? = inconclusive; nt = not tested or not shown; [ ] = dose if it differs, or a comment.

SMILES | GRK2 inh | MEX-5 binding | Fam108B inh | BCLXL inh | VLA-4 inh | CIT2-GFP yeast | MCL1-BIM inh | GLD-1 RNA inh | AGP1-GFP MLPCN
CC(C)(Oc1ccc(Cl)cc1)C(=O)NCc1ccc(S(N)(=O)=O)cc1 | 22 | -1.9 | 1 | 1 | 3 | ? | 1 | -1 | 16[may fluoresce violet]
CC(=O)c1sc(NC(=O)c2ccccc2C)nc1C | 3 | 2.0 | -1 | 5 | 0 | 91 | 0 | 2 | 96
CCn1c(SCc2nc3ccccc3[nH]2)nnc1-c1ccncc1 | 0 | 4.4 | 0 | 0 | -1 | 98 | -3 | -3 | 102
Cc1c(C)c2ccc(OCC(=O)N[C@@H](Cc3c[nH]c4ccccc34)C(=O)O)cc2oc1=O | 1 | -4.6 | -6 | -2 | -4 | 106 | -4 | 8 | 104
O=C(CSc1nnc(-c2cccnc2)n1Cc1ccco1)c1ccccc1 | 0 | -0.7 | -6 | 3 | 2 | 103 | -2 | 0 | 94
CCOC(=O)C1CCCN(C(=O)CS(=O)(=O)Cc2ccccc2)C1 (centres undefined) | 2 | -3.9 | -3 | 0 | 21 | 99 | -3 | -3 | 95
Cc1nc(SCC(=O)c2cccs2)c2oc3ccccc3c2n1 | 0 | -2.9 | 1 | -4 | -1 | 107 | -2 | -2 | 104
O=C(CCc1nnc(Cc2cccc(C(F)(F)F)c2)o1)NCC(F)(F)F | 0 | -1.4 | 0 | -2 | 5 | 99 | 3 | 3 | 98
OCCN(Cc1ccccc1)Cc1nc(CC2CC2)no1 | 1 | 2.0 | 1 | -1 | 3 | 93 | -1 | -1 | 102
CC12CCC(C(=Nc3ccc(N=C4C(=O)C5(C)CCC4C5(C)C)cc3)C1=O)C2(C)C | 2 | 0.7 | 3 | 10 | -24 | 86 | 7 | 8 | 99
COc1ccc(COC(=O)c2ccc(C)c(S(=O)(=O)N3CCOCC3)c2)cc1F | 0 | -2.0 | 4 | 1 | 11 | 98 | 0 | 2 | 105
CCO[C@H]1OC(C(N)=O)=C[C@@H](C)[C@@H]1CCCO | 3 | -0.3 | -1 | -2 | 16 | 108 | -4 | 2 | 90
O=C(c1ccc(CS(=O)Cc2ccccc2Cl)o1)N1CCN(c2ccccn2)CC1 (centres undefined) | 2 | -8.9 | 0 | -1 | -5 | 106 | 1 | -6 | 102
CCCn1c(N)c(C(=O)CSc2nc(C)nc3sc(C)c(C)c23)c(=O)[nH]c1=O | 1 | -1.9 | 3 | 5 | -10 | 76 | 4 | 3 | 98
O=[N+]([O-])c1ccccc1S(=O)(=O)Nc1ccc(S(=O)(=O)N2CCOCC2)cc1 | 0 | 0.0 | 2 | 1 | 12 | 109 | 6 | 4 | 94
O=C(CSc1ccc(-c2cccnc2)nn1)Nc1ccc(Br)cc1 | 1 | -1.9 | -3 | 2 | 12 | 94 | 3 | 2 | 104
CC(C)Cn1nc(NC(=O)c2cccs2)c2cc3ccccc3nc21 | 3 | -3.5 | -9 | 7 | 0 | 85 | 4 | 5 | 97
CC1=C(C(=O)OC2CCCCCCC2)C(c2ccc(O)cc2)NC(=O)N1 (centres undefined) | 0 | 2.3 | 3 | 1 | -7 | 100 | -1 | -7 | 111
CN(C)c1ccc(/C=C2\SC(=O)N(CC(O)Cn3c4ccccc4c4ccccc43)C2=O)cc1 (centres undefined) | 3 | ? | -8 | 133* | -17 | 119 | 80* | 133* | 111
CCN(CC)Cc1cc(C(=O)O)c(C)o1 | 1 | 0.7 | -6 | 5 | 24 | 96 | -4 | -2 | 97
Cc1ccccc1OCC(=O)Nc1cccc(Cl)c1C | 0 | -4.0 | -6 | 1 | 11 | 93 | 7 | -4 | 93
O=C(Cn1c(CCCO)nc2ccccc21)Nc1ccccc1-c1ccccc1 | 1 | -1.0 | -2 | 1 | 7 | 89 | -10 | 2 | 96
Cc1ccc(OCCn2cc(C(=O)O)c3ccccc32)cc1 | 13 | 1.4 | 0 | 5 | -15 | 104 | -1 | 1 | 99
COc1ccc2[nH]c3c(=O)n(Cc4ccc(C(=O)N5CCCCCC5)cc4)c(=S)[nH]c3c2c1 | 0 | -0.9 | 3 | -13 | 4 | 94 | -3 | 4 | 97
COc1cc(CNc2ccc3[nH]c(=O)[nH]c3c2)ccc1OCc1cccc(C)c1 | 0 | -2.7 | 4 | -1 | 2 | 107 | 9 | 4 | 101
COC(=O)c1c(C(C)=O)cnc2ccc(Br)cc12 | 0 | -0.5 | -4 | 3 | 21 | 107 | 2 | 3 | 103
O=C(CN(Cc1ccco1)C(=O)CNS(=O)(=O)c1ccc(Cl)cc1)NC1CCCCC1 | 1 | 0.9 | -1 | 4 | -1 | 89 | -1 | -3 | 91
O=C(Nc1nccs1)c1cc(Cl)nc2ccccc12 | 2 | -4.8 | 0 | 5 | 7 | 103 | 0 | -6 | 97
COc1cc(/C=C(\C#N)C(=O)Nc2cc(C(F)(F)F)ccc2Cl)ccc1OCC(=O)Nc1cccc(C(F)(F)F)c1 | 8 | -2.0 | -6 | -6 | -19 | 97 | -12 | -5 | 87
COc1ccc(C2C(C(N)=O)=C(C)Nc3ncnn32)cc1 (centres undefined) | 0 | 0.5 | 1 | 0 | 11 | 109 | 1 | 3 | 107
CCCn1c(SCC(=O)c2c(N)n(C3CC3)c(=O)[nH]c2=O)nnc1-c1ccncc1 | 3 | nt | nt | -15 | -3 | 88 | -13 | 2 | 95
COc1ccc(CNC(=O)CCNC(=O)N2CCn3c2nc2ccccc23)cc1 | 4 | -0.3 | 0 | 5 | -118 | 97 | 7 | 0 | 100
COc1cccc(-n2cc(CNCc3cn(C)nc3-c3ccccc3F)cn2)c1 | 0 | 0.9 | 4 | 5 | 4 | 100 | 4 | 5 | 108
CNC(=S)N(Cc1ccc(OC)cc1)Cc1cc2ccc(C)cc2[nH]c1=O | 1 | -1.6 | 0 | -1 | 2 | 96 | 5 | -5 | 106
COc1ccc(N2CCN(c3oc(Cc4ccccc4)nc3C#N)CC2)cc1 | 0 | 0.9 | 7 | 0 | 16 | 91 | -10 | 10 | 91
COc1ccc(S(=O)(=O)N2CCOC2CNC(=O)C(=O)NCCN(C)C)cc1 (centres undefined) | 0 | 4.2 | 2 | -2 | 0 | 98 | -3 | 6 | 99
Clc1ccc(OCc2nnc3n2N=C(c2ccc4c(c2)OCCO4)CS3)c(Cl)c1 | 0 | 0.9 | -12 | -1 | 5 | 99 | -2 | 9 | 110
c1ccc(C(c2nnnn2C2CCCC2)N2CCN(c3nc4ccccc4s3)CC2)cc1 (centres undefined) | 2 | 3.3 | -3 | 8 | 5 | 94 | 5 | -3 | 96
Cc1ccc(O)c(NC(=O)C2=CC(c3ccco3)=NS(=O)(=O)N2C)c1 | 2 | -3.0 | 6 | -2 | -9 | 102 | -3 | 11 | 100
Cc1ccc(C)c(S(=O)(=O)Nc2ccc(C(=O)NCC(c3ccco3)N(C)C)cc2)c1 (centres undefined) | 0 | -1.4 | 4 | 5 | 12 | 97 | 20 | 10 | 100
COC(=O)c1cccc(NC(=S)Nc2cc(Cl)ccc2OC)c1 | 1 | -1.4 | -6 | 5 | 3 | 95 | 5 | 10 | 98
COc1cccc(-c2csc(N3CCN(C(=S)Nc4cccc(C)c4)CC3)n2)c1 | 0 | 0.9 | -1 | 1 | 12 | 91 | -1 | 4 | 80
COC(=O)Cc1ccc(NC(=S)NCCC(C)C)cc1 | 6 | 1.3 | 2 | 9 | 21 | 106 | 12 | 8 | 99
Oc1ccc(/C=N/N=C/c2ccc(O)cc2)cc1 | 0 | -8.1 | 3 | 3 | 0 | 94 | -1 | -1 | 108
COc1ccccc1CNC(=O)c1cc(C)nn1-c1ccccc1 | 2 | 0.5 | 5 | 3 | 5 | 96 | 3 | 3 | 103
O=Cc1cc(N=Nc2ccc(S(=O)(=O)O)cc2)ccc1O | 22 | -13 | 4 | -3 | -1 | 92 | 14 | 5 | 100
O=C1NC(=O)C(c2ccc(Cl)cc2)N1 (centres undefined) | 0 | -1.6 | -3 | 10 | 3 | 96 | 5 | 4 | 99
CC(=O)NC(Cc1cc(C)ccc1C)C(=O)N1CCN(C(=O)c2ccc(Br)cc2)CC1 (centres undefined) | 0 | -0.3 | -3 | 2 | 6 | 100 | 6 | 2 | 105
CCN(CC)CCN(C)C(=O)c1ccc(OC2CCN(C(=O)C3CC3)CC2)cc1 | 2 | 0.1 | 1 | 5 | -1 | 97 | 7 | 2 | 98
Cc1cccc(NS(=O)(=O)c2cc(C(=O)NCCC3=CCCCC3)ccc2Cl)c1 | 1 | 1.1 | -9 | 3 | 26 | 89 | 2 | -2 | 90
CCC(C)C(Nc1ccc(C(=O)OC)cc1[N+](=O)[O-])C(=O)OC (centres undefined) | 0 | 1.2 | -2 | 3 | -10 | 104 | 1 | 5 | 99
COc1cccc(NC(=O)CN2C(=O)NC(Cc3c[nH]c4ccccc34)C2=O)c1 (centres undefined) | 1 | nt | nt | nt | 0 | 97 | nt | 0 | 96
CC1(C)Oc2ccc3ccc(=O)oc3c2-c2cnoc21 | 1 | 0.9 | 1 | -12 | 18 | 96 | -25 | -2 | 98
CC(=O)c1cc2c(cc1NC(=O)C1CC1)OCO2 | 0 | 1.2 | 2 | 1 | 21 | 106 | 6 | 4 | 85
OC(CN1CCOCC1)CN1CCOCC1 | 2 | 1.0 | 1 | 0 | 3 | ? | 7 | 11 | ?
Cn1c(=O)c2c(nc(SCCCO)n2Cc2ccccc2Cl)n(C)c1=O | 19 | -1.1 | 2 | 2 | 21 | 94 | 1 | 6 | 108
COC(=O)C1CSC(c2ccc(Cl)cc2)N1C(=O)c1ccccc1 (centres undefined) | 13 | 1.3 | -1 | 6 | 20 | 91 | 4 | 2 | 91
CC(C)C[C@@]12C(=O)N(c3cccc(F)c3)C(=O)N1[C@H](c1ccc(Cl)cc1)[C@@H]1C(=O)N(C3CCCCC3)C(=O)[C@@H]12 | 0 | 2.0 | -1 | -3 | 31 | 95 | 5 | 3 | 91
Cc1ccc(C)c(S(=O)(=O)N2CCN(C(=O)c3cncc(Br)c3)CC2)c1 | 1 | -3.7 | 1 | 4 | -6 | 101 | 6 | 9 | 102

Of the compounds above, 2 have a nitro group on carbon.
SMILES | GRK2 inh | MEX-5 binding | Fam108B inh | BCLXL inh | VLA-4 inh | CIT2-GFP yeast | MCL1-BIM inh | GLD-1 RNA inh | AGP1-GFP MLPCN
O=[N+]([O-])c1ccccc1S(=O)(=O)Nc1ccc(S(=O)(=O)N2CCOCC2)cc1 | 0 | 0.0 | 2 | 1 | 12 | 109 | 6 | 4 | 94
CCC(C)C(Nc1ccc(C(=O)OC)cc1[N+](=O)[O-])C(=O)OC (centres undefined) | 0 | 1.2 | -2 | 3 | -10 | 104 | 1 | 5 | 99

Random draw from the library. Share with any hit: about 2.2%.
